SSB-PriA inh – K. pneumoniae PriA-SSBct interaction inhibition. AID 1272365. AlphaScreen SSBct-PriA binding, biotinylated peptide. inhibition, % at 33 µM. 0.6% of 430,000 active; in the data active means inhibition mostly above about 37%, no sharp cut-off; inactive means mostly below about 20%;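 further: plate controls were negative control peptide for no effect and reference peptide for full effect; strong numbers were not always called active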
* marks the source's active call; other numbers are inactive results; i = inactive; & = joins results of further samples. This is a subset, so the mix of outcomes need not match the whole.

smiles	SSB-PriA inh
O=C(CSc1nnc(Cc2cc(=O)[nH]c(=O)[nH]2)n1-c1ccc(F)cc1)NCc1ccccc1Cl	-10.0&0.0
N#CCc1cc(-c2ccc3c(c2)OCO3)on1	-26.0
Cc1ccc(-n2c(C)nc3ccc(NC(=O)c4ccc(C(F)(F)F)cc4)cc3c2=O)cc1	10.0
CC(/C=C/c1ccco1)=NNC(=O)CNc1ccc2ccccc2c1	-8.8
Cc1ccsc1C=NNC(=O)CNC(=O)c1ccccc1	-4.1
O=C1CSC(=NN=Cc2c[nH]c3ccccc23)N1	-1.8
O=C(Cn1c(=O)oc2ccccc21)N1CCC(CSC2=NCCS2)CC1	-17.0
COc1ccc(C=NNc2nc(Nc3ccccc3)nc(N3CCCCC3)n2)cc1OC	10.7
COc1ccc(CNC(=O)Cc2csc(SCC(=O)Nc3cccc(NC(C)=O)c3)n2)cc1	-3.0
CCOC(=O)N1CCC(NC(=O)c2ccc(-n3cncn3)nn2)CC1	-5.0
Cc1nn(C2CCS(=O)(=O)C2)c2nc(-c3ccccc3)cc(C(=O)Nc3ccc(C(N)=O)cc3)c12 (configuration not stated)	1.0
O=C(Nc1nc2c(F)cc(F)cc2s1)c1ccccc1F	-2.0
Cc1ccc(C=NN2C(=O)C3C(C2=O)C2C=CC3C23CC3)o1 (configuration not stated)	-4.4
CCCOc1cccc(C2C(=C(O)c3ccc(F)cc3)C(=O)C(=O)N2CCN(C)C)c1 (configuration not stated)	-18.4
O=C(NCC1CCN(C(=O)c2ccoc2)CC1)C1CC=CCC1 (configuration not stated)	-20.0
O=C(NC(N1CCCC1)C(Cl)(Cl)Cl)c1ccc(Br)cc1 (configuration not stated)	-5.0
COCCN1CCC(CNC(=O)c2c(C)cc(C)cc2C)CC1	7.0
CCn1ncc(C(CC(=O)c2ccccc2)CC(=O)c2ccccc2)c1C	-5.0
Cc1nc2ccccc2n1C1CC(=O)N(c2ccc(Br)cc2)C1=O (configuration not stated)	-1.0
O=S(=O)(Cc1ccccc1)N1CCCC[C@H](c2ccccc2)C1	3.0
O=[N+]([O-])c1cccc(CSC2=NCCN2)c1	23.0
Cc1cc(Br)ccc1NC(=O)C[C@H]1CCCCN1S(=O)(=O)c1cccs1	-12.0
CCOc1ccccc1-c1noc(-c2cn[nH]c2-c2ccccc2)n1	-11.0
CC(=O)Nc1ccc(NC(=O)CSc2ccc(S(=O)(=O)C(F)(F)F)cc2[N+](=O)[O-])cc1	-4.0
COC(=O)c1ccc2c(c1)sc(=NC(=O)c1ccccc1Br)n2C	-5.0
COc1cc(C(=O)Nc2nc3c(C)cccc3s2)cc(OC)c1OC	-9.0
COc1ccc(Cl)cc1NC(=O)CC(C)=NNC(=O)Cc1ccccc1	-0.2
N#Cc1c(-c2ccccc2)cc(-c2ccccc2)nc1SCC(=O)N1CCOCC1	-6.0
c1cncc(-c2nnc3sc(-c4cc5ccccc5o4)nn23)c1	-28.0
COc1ccc(-c2ccc(N3CCCC(C(=O)N4CCN(C)CC4)C3)nn2)cc1 (configuration not stated)	-5.0

Of the compounds above, three contain a Cl atom.
smiles	SSB-PriA inh
O=C(CSc1nnc(Cc2cc(=O)[nH]c(=O)[nH]2)n1-c1ccc(F)cc1)NCc1ccccc1Cl	-10.0&0.0
O=C(NC(N1CCCC1)C(Cl)(Cl)Cl)c1ccc(Br)cc1 (configuration not stated)	-5.0
COc1ccc(Cl)cc1NC(=O)CC(C)=NNC(=O)Cc1ccccc1	-0.2

(next part)
smiles	SSB-PriA inh
O=C(Nc1ccc(S(=O)(=O)NCCc2ccccc2)cc1)Nc1cccc(Cl)c1	5.0
COCCN1C(=O)C(=O)C(=C(O)c2ccc(S(=O)(=O)N3CCOCC3)cc2)C1c1ccc(O)c(OC)c1 (configuration not stated)	4.8
O=S(=O)(NCc1ccnc(-c2ccsc2)c1)c1ccccc1Cl	-3.0
CCOC(=O)c1nn(-c2ccccc2)c(=O)c2c(NC(=O)c3snnc3C)scc12	-11.0
N#Cc1ccccc1NC(=O)C(=O)NC[C@H]1CCCO1	-13.0
CCc1nnc(-c2ccc(NC(=O)C3CC(=O)N(c4ccc(OC)cc4)C3)cc2)o1 (configuration not stated)	2.0
COc1cccc(C(c2c(NC(C)=O)sc3c2CCCC3)N2CCOCC2)c1 (configuration not stated)	12.0
Cc1ccc2c(c1)N(c1ccc(Cl)c(C(F)(F)F)c1)C=C(C#N)S2(=O)=O	2.0
COc1ccc(-n2ccn(Cc3ccncc3)c(=O)c2=O)cc1Cl	-5.0
COc1cc(C(=O)N2CCC(c3nnc(-c4ccc(F)cc4)o3)CC2)cc(OC)c1OC	-12.0&0.0
COc1cc(OC)cc(C(=O)Nc2cccc3c2C(=O)NC3=O)c1	1.0
Cc1ccc(N2CCN(S(=O)(=O)c3cc(Br)c(C)cc3C)CC2)c(C)c1	-9.0&7.0
O=C(Nc1cccs1)N1CCN(C(=O)c2cnn3ccccc23)CC1	-12.0
O=C(NCC#CCN1CCc2ccccc2C1)c1cccc(Cl)c1	2.0
Clc1ccc(CONC=Nc2ncnc3sccc23)c(Cl)c1	-3.7
CCn1cc([C@H]2C(C(N)=O)=C(C)N=C3SCC(=O)N32)cn1	-16.0
C#CCn1c(=NC(=O)c2ccnn2C)sc2c(C)cc(C)cc21	-12.0
COc1ccc(C=NNc2ncnc3scc(-c4ccccc4)c23)cc1OC	-11.9
Cc1ccc(C(N)=NOC(=O)Cc2cccs2)cc1	-83.9
NC(=O)CN1CCN(c2ccc(Cl)cc2)CC1	23.0
O=C(Cc1ccc(F)cc1)N1CCCSC[C@@H]1CN1CCCC1	-15.0
O=C(c1cc(-c2ccco2)[nH]n1)N1CC(N2C(=O)C3CC=CCC3C2=O)C1 (configuration not stated)	-2.0
O=C(Cn1ccc2ccccc21)N1CCC(N2CCCC2COCc2ccccc2)CC1 (configuration not stated)	9.0
Cc1ccc(SCCC(=O)Nc2ccc(F)cc2F)cc1	-55.0
C=CCSc1nnc(CCc2nnc(SCC=C)n2-c2ccccc2)n1-c1ccccc1	0.0
Cc1ccc(NC(=O)N2CCN(c3ccc(Nc4ccncc4)nn3)CC2)cc1	-7.0
C=c1ccccc1=C1NN=C(SCC(=O)Nc2nc(-c3ccccc3)cs2)O1	1.0
CCCc1nnc2c(=O)n(CC(=O)NCc3ccccc3OC)c3ccccc3n12	-4.0
CCOc1cn2c(cc1=O)C(=O)N(CCNC(=O)c1cc(Cl)ccc1OC)CC2	-18.0
CCOC(=O)CSc1ccc(NC(=O)c2ccccc2F)nn1	-9.0&-7.0

Fetched one by one from the list above (two):
smiles	SSB-PriA inh
Cc1ccc(SCCC(=O)Nc2ccc(F)cc2F)cc1	-55.0
COc1ccc(C=NNc2ncnc3scc(-c4ccccc4)c23)cc1OC	-11.9

4 entries from above in a different format:
C=c1ccccc1=C1NN=C(SCC(=O)Nc2nc(-c3ccccc3)cs2)O1
  SSB-PriA inh = 1.0

CCCc1nnc2c(=O)n(CC(=O)NCc3ccccc3OC)c3ccccc3n12
  SSB-PriA inh = -4.0

CCOc1cn2c(cc1=O)C(=O)N(CCNC(=O)c1cc(Cl)ccc1OC)CC2
  SSB-PriA inh = -18.0

CCOC(=O)CSc1ccc(NC(=O)c2ccccc2F)nn1
  SSB-PriA inh = -9.0&-7.0

Following part:
SMILES,SSB-PriA inh
CCOc1ccc(NC(=O)Cn2c(C)nc3c(sc4cccc(F)c43)c2=O)cc1,-8.0
Cc1cccc(-c2nnn(CCC(N)=NO)n2)c1,-12.8
O=C(CCSc1ccccc1)N1CC(n2cc(-c3ccccc3)nn2)C1,-10.0
O=C(NCCn1nc(-c2ccccn2)cc1C1CC1)c1cc(-c2ccco2)on1,10.0
Cc1nnc(-c2cc3ccccc3n2CC(=O)N2CCc3ccccc32)o1,0.0
CS(=O)(=O)N1CCC(C(=O)NCCn2nc(-c3ccc(Cl)cc3)ccc2=O)CC1,13.0
CCOCC(=O)Nc1ccc2c(c1)N(C)C(=O)C(C)(C)CO2,-6.0
Nc1nnnn1N=Cc1cccc(OCc2ccccc2Cl)c1,-2.0
O=S(=O)(NCC1(O)CCc2ccccc2C1)c1ccc(N2CCCCS2(=O)=O)cc1 (configuration not stated),-1.0
CCOC(=O)C(=NNc1ccc(OC)cc1)N1CCCc2ccccc21,16.4
Cc1ccnc(Nc2ccc(NCCNC(=O)c3cccc(F)c3)nn2)c1,20.0
CCC(=O)NNc1ncnc2c1cnn2-c1ccc(Cl)c(Cl)c1,-2.0
N#Cc1nccnc1OC1CCC(NC(=O)c2ccno2)CC1 (configuration not stated),4.0
Cc1cccc(NC(=O)CCC(=O)NN=Cc2cc([N+](=O)[O-])ccc2O)c1,-19.8
N=C1NC(=O)C(CC(N)=O)S1 (configuration not stated),-23.2
O=C(CN1CCC2(CC1)NC(=O)N(Cc1ccc(Cl)cc1)C2=O)N1CCOCC1,-3.0
COc1ccc2c(c1)CC(C)CC2=NNC(=O)c1ccco1 (configuration not stated),0.3
O=C(NCc1cc(-c2ccc(F)cc2F)on1)c1cc(-c2cccs2)[nH]n1,-25.0
CC1(C)C(c2cccs2)=[N+]([O-])C2(CCCCCC2=NNC(N)=S)N1O (configuration not stated),-0.1
O=C(C(=CO)N=Nc1cccc(C(F)(F)F)c1)c1ccccc1,-1.4
COc1ccc(C(=O)NC(C)Cc2ccoc2)cc1F (configuration not stated),-6.0
CCS(=O)(=O)c1ccc(-c2ccc(NS(=O)(=O)c3ccc4c(c3)CCN4C(C)=O)cc2)nn1,-3.0&-1.0
O=S(=O)(Nc1cccc(-c2ccc3nnc(-c4cccnc4)n3n2)c1)c1cccs1,13.0
CCn1c(C)nc2cc(C(=O)NN=C(C)c3ccc(OC)cc3O)ccc21,2.5
CC(=O)c1ccc(N2CCN(C(=O)CCc3nc4sc5c(c4c(=O)[nH]3)CCCCC5)CC2)cc1,-9.0
CN(C)C(CNC(=O)c1nc2ccccc2s1)c1ccc2c(c1)CCO2 (configuration not stated),6.0
COCCN1CCC(CNC(=O)Cc2ccc(-c3ccccc3)cc2)CC1,6.0
N#CC(=C(O)c1ccco1)c1nc2ccccc2s1,-1.1
O=C1C2C3C=CC(C4CC34)C2C(=O)N1N=Cc1cccs1 (configuration not stated),-9.0
COc1cccc(NC(=O)CSc2cc(C)[nH]c(=O)n2)c1,-4.0
O=C(NCCn1nc(-c2ccncc2)ccc1=O)c1ccc(C(F)(F)F)cc1,-3.0
NC(=O)Cn1cc(C=NNS(=O)(=O)c2ccccc2)c2ccccc21,7.9
Cc1nn(C)c(C)c1C(=O)N1CCS[C@H](c2ccccc2Cl)CC1,0.0
CNS(=O)(=O)c1ccc(C(=O)N2CCN(c3ccccc3OC)CC2)o1,-8.0
CSc1ccccc1C(=O)N1CCCN(S(=O)(=O)c2cnn(C)c2)CC1,-14.0
O=C(Nc1ccc(N2CCCCC2=O)cc1)c1ccc(-c2ccsc2)cc1,-3.0
c1cc(-c2nn[nH]n2)ccn1,6.0
S=C(Nc1ccccc1)Nc1ccc(N=Nc2ccccc2)cc1,37.0
CCc1cc(C(Cc2ccc3ccccc3n2)=NO)c(O)cc1O,9.2
Cc1nc2ccc(Br)cc2c(-c2ccccc2)c1C(=O)/C=C/c1cc2ccccc2[nH]c1=O,4.0
CN(C)CCN(C(=O)c1ccco1)C1CCOCC1,2.0
O=C(NCCc1ccccc1)N1CCC(c2nnc(-c3ccoc3)o2)CC1,-10.0
Cc1ccc(S(=O)(=O)c2nc(-c3ccccc3)oc2S(=O)(=O)CC(=O)N2CCCC2)cc1,-11.0
COc1ccc(OC)c(C(=O)Nc2cc(C)nn2C)c1,-12.0&-2.0
COc1ccc(-c2nn(-c3ccccc3)cc2CN(Cc2ccccc2)C(=O)/C=C/C(=O)O)cc1,-1.0
O=C(Cc1cccs1)NCc1ccccc1-c1ccsc1,-5.0
CN(C)C=Nc1c(C#N)nnn1Cc1ccccc1,-13.7
O=C(COc1ccccc1F)N1CC(C(=O)N2CCN(C3CCCCC3)CC2)C1,-5.0
O=C(NCCn1ccnc1C1CC1)c1cc2ccccc2o1,2.0
NCC1CCN(C(=O)c2ccoc2)CC1,-3.0
CCCOc1ccc(C=NNC(=O)CN2CCCCC2)cc1,-0.2
CCn1c(SCc2nc(-c3cc(Br)ccc3OC)oc2C)nc2ccccc2c1=O,-4.0
Cc1ccc(C(CNC(=O)c2ccc3nsnc3c2)N2CCOCC2)cc1 (configuration not stated),-14.0
O=S(=O)(c1cnccc1N1CCN(N=Cc2ccccc2)CC1)N1CCCCC1,4.2
CC(=O)c1c(C)cn(CCC(=O)O)c1C,-3.0
O=C(NC(=O)C(F)(F)F)Nc1cccc([N+](=O)[O-])c1,-11.0
Cc1ccc(N2CC(C(=O)NCc3cc(-c4ccco4)n(C)n3)CC2=O)cc1C (configuration not stated),-20.0
CCOc1ccccc1C(=O)Nc1ccc(-c2cn3ccc(C)cc3n2)cc1,-6.0
Cc1nnc(SCC(=O)Nc2ccccc2C(F)(F)F)[nH]c1=O,0.0
CC(=NNc1cc(-c2ccccc2)nc(-c2ccc(Br)cc2)n1)c1cccc(N)c1,14.8

Next part
SMILES,SSB-PriA inh
Cc1coc(C)c1C(=O)NCc1ccc(-c2ccccc2)o1,-3.0
Cc1ccc(-n2nnnc2CNC(=O)c2ccco2)cc1C,2.0
O=C1NC(=N/N=C/c2ccco2)SC1Cc1ccccc1[N+](=O)[O-] (configuration not stated),i
O=C(Cc1csc(Nc2cccc(Cl)c2)n1)N1CCCC1,-10.0
O=C(Nc1ccc(SCc2ccncc2)nn1)c1ccco1,-5.0&1.0
CC(C)(C)n1nc2c(c1NC(=O)C(=O)NCc1ccco1)CS(=O)(=O)C2,-1.0
